# NPSR antag: blocks cAMP signaling of the human neuropeptide S receptor. Q6W5P4. CHO-NPSR cells, cAMP TR-FRET, antagonist mode. Potency, µM (top dose mostly 38.3 µM), without a hit: top-dose activity change, negative = inhibition, usual class: inhibitors. 220,000 tested, 1% active. AID 1461; note: % is set by controls: 0 for no effect and ±100 for the full control effect; nearly all actives have a fitted effect of over 50% in size; many of its hits are not listed in these tables
# Target sequence (Q6W5P4 whole entry, looked up): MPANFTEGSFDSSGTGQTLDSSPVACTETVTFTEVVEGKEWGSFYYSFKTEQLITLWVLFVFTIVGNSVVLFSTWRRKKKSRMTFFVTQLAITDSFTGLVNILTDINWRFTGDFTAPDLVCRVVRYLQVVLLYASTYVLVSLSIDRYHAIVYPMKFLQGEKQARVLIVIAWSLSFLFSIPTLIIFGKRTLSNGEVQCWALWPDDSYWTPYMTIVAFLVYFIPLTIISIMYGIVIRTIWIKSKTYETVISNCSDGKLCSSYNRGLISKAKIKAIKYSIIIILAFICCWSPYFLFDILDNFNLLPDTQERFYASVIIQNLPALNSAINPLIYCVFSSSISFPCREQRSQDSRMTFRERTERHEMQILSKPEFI
# RGS12 GoLoco inh: RGS12 GoLoco-Gai1 interaction inhibition; AID 880; P63096; Potency, µM (series often up to 61.6 µM), without a hit: at the top dose activity, negative = inhibition, actives largely listed as inhibitors; 230,000 tested, 0.44% active; Gai1:RGS12 GoLoco peptide FP, rhodamine, 10 min; active = well fitted inhibition curve with a large enough effect, not every such curve was filed as active; inactive = no such curve, though single readings can be large or run the other way; note: % is set by controls: 0 for no effect and ±100 for the full control effect; nearly all actives have a fitted effect of over 30% in size; many of its hits are not listed in these tables
# Target sequence (P63096 whole entry, looked up): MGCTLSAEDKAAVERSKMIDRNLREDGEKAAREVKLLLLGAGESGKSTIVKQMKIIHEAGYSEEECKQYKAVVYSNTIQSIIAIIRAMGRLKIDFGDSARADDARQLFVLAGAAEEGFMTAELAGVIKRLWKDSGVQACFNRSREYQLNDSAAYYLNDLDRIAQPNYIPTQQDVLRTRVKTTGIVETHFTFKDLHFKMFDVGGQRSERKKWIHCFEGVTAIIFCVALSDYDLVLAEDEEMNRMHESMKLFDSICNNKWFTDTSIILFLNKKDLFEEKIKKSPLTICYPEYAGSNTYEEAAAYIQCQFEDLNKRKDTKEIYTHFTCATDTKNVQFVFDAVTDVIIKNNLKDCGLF
# KinaseGlo FLuc: Kinase-Glo luciferase inhibition (counter-screen) | Kinase-Glo luciferase, ATP luminescence, 8 min | Potency, µM (titrated, usually from 38.3 µM), without a hit: at the top dose activity change, negative = inhibition, hits mostly inhibitors | 200,000 tested, 0.28% active | AID 1379; note: % is set by controls: 0 for no effect and ±100 for the full control effect; nearly all actives have a fitted effect of over 60% in size
#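 Kinase-Glo luciferase light output from ATP and luciferin was measured with 10 uM ATP, within the enzyme's linear range. Buffer: 50 mM imidazole pH 7.2, 50 mM KCl, 7 mM MgCl2, 0.01% Tween 20, 0.05% BSA; luminescence read after 8 min at ambient temperature.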
# IMPase Li inh: cell-permeable IMPase inhibitors with lithium potentiation. 210,000 tested, 0.35% active. CHO-M1 cells, IP1 TR-FRET (IP-One), carbachol + lithium. Potency, µM (top dose mostly 59.4 µM), for inactives: at the highest dose activity, negative = IMPase inhibition, most hits filed as inhibitors;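 note: IP1 builds up when IMPase is blocked and the TR-FRET signal falls; plate controls were basal vehicle for no effect and high inhibitor control for full effect; nearly all actives have a fitted effect of over 50% in size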
#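 CHO cells stably expressing M1 receptor (2000/well, cultured 16–30 h) treated 30 min at 37C with compound plus low lithium. Cytosolic IP1 by TR-FRET (665/620 ratio and 620 channel) after 10 min lysis; AC50 by Hill fit.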
# SMN2 splice up: SMN2 splice variant enhancement; HEK293 SMN2-luciferase splicing reporter, luminescence, 30-36 h; Potency, µM (series often up to 46.1 µM), inactives show at the highest dose activity change, positive = activation, most hits filed as activators; 210,000 tested, 2.8% active; AID 1458; note: % of control where 0% means no effect; nearly all actives have a fitted effect of over 55% in size
#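 qHTS luciferase splicing reporter: luminescence rises when SMN2 exon 7 is included in transfected HEK293 cells. Compound exposure lasted 30-36 h at 37C, with 4.5 mM final sodium butyrate as control, followed by a ONE-Glo read.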
# Epigenetic reg: regulators of epigenetic silencing causing reporter derepression in mouse cells; murine LDR cells, GFP reporter derepression, 30 h; Potency, µM (highest dose often 53.9 µM), for inactives: at the top dose GFP activation, hits mostly activators; 280,000 tested, 0.2% active; AID 1865; note: % of control where 0% means no effect; nearly all actives have a fitted effect of over 60% in size
#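 Murine LDR cells carrying a silenced, genomically integrated CMV-driven GFP reporter were exposed to compound for 30 hours at 37 C. After PBS washes, GFP-positive cells (20–120 um objects) were counted by laser-scanning microplate cytometry.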
# RECQ1 helicase: inhibitors of human RECQ1 DNA helicase | P46063 | RECQ1 DNA unwinding, red fluorescence kinetic read | Potency, µM (doses to about 57.3 µM), for the others: at the top dose activity, negative = inhibition, usual class: inhibitors | 240,000 tested, 0.54% active | AID 2549;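 note: plate controls were vehicle for no effect and no enzyme for full effect; nearly all actives have a fitted effect of over 30% in size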
#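 50 nM RECQ1T1 preincubated 15 min with compound in Tris pH 8.0 buffer with MgCl2, DTT, Tween-20 and 2.5 ug/ml poly(dI-dC); started with 200 nM TAMRA/BHQ-2 forked duplex and 2 mM ATP. Unwinding read as fluorescence (525/598 nm), two reads 2 h apart.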
# KDM4E inh: blocks human JMJD2E demethylase activity. B2RXH2. Potency, µM (series often up to 57.1 µM), for the others: at the top dose activity change, negative = inhibition, usual class: inhibitors. JMJD2E catalytic domain, FDH-coupled NADH fluorescence (FDH is formaldehyde dehydrogenase). AID 2147. 230,000 tested, 1.6% active; active = well fitted inhibition curve with a large enough effect, not every such curve was filed as active; inconclusive = small, poorly fitted or top-dose-only effect, or another doubt; inactive = no such curve, though single readings can be large or run the other way;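 note: 0% = wells with enzyme and -100% = buffer wells without enzyme; nearly all actives have a fitted effect of over 50% in size; many of its hits are not listed in these tables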
# Target sequence (B2RXH2 1-337 limits assumed): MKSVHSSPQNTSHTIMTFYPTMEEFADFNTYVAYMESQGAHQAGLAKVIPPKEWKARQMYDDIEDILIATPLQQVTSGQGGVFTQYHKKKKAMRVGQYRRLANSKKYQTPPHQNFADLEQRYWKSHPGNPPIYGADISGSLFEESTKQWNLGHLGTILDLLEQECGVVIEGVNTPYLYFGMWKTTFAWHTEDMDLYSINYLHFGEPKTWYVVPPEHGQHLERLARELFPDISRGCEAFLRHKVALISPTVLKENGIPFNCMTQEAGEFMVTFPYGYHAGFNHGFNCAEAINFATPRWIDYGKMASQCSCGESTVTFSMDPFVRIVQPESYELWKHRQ
# * hit, by the source's call; i = inactive; ? = inconclusive; . = no result given; [ ] = remark or other dose. Unless noted, calls come from the whole dose curve; as a rule, active = well fitted curve in the direction sought with a large enough effect; inconclusive = small, poorly fitted or top-dose-only effect, or another doubt; inactive = no such curve, though single readings can be large; an effect the other way counts as inactive or inconclusive. Potency is the fitted concentration of half-maximal effect. Some of the compounds tested (hit frequency here may not be typical).
# Values run as follows: NPSR antag | RGS12 GoLoco inh | KinaseGlo FLuc | IMPase Li inh | SMN2 splice up | Epigenetic reg | RECQ1 helicase | KDM4E inh
O=C(CC1C(=O)NCCN1C/C=C/c1ccccc1)NCCCC1CCCC1 (stereo not given)
    -2% | 23% | 0% | -5% | . | 0.9% | i | 0%
COc1ccc(OCC(=O)OCC(=O)N2CC(=O)Nc3ccccc32)cc1
    -14% | 5% | . | . | . | 0.0% | -13% | 0%
Cc1c(NC(=O)Cn2nc(C(=O)O)c3ccccc3c2=O)c(=O)n(-c2ccccc2)n1C
    -10%[46.1 µM] | -22% | 4% | 18%[38.3 µM] | 19% | 0.0% | -8% | 4%
CS(=O)(=O)Nc1ccc(OCc2ccccc2)cc1
    -13%[46.1 µM] | 6% | 1% | 1%[38.3 µM] | ? | -0.2% | -3% | -5%
C/C(=N\NC(=O)OC(C)(C)C)c1ccc[nH]1
    4% | 6% | -28% | -3% | 13µM* | -1.5% | i | -10%
Cc1ccc(C(=O)N/C(=C/c2cccs2)C(=O)N2CCCCC2)cc1
    -11% | 10% | -1% | 5% | -9% | -6.7% | -4% | -5%
Cc1c(C(=O)O)c(C(=O)O)c2n1CCS2
    3%[7.67 µM] | 3% | . | . | . | -0.3% | 10% | -26%
Cc1ccc(C(=O)CCNc2ccc(Cl)cc2)o1
    -12%[46.1 µM] | 0% | 14% | 33%[38.3 µM] | 1% | -1.6% | 9% | 8%
O=C(Nc1ccc2c(c1)OCCO2)c1c(F)c(F)c(F)c(F)c1F
    -9%[46.1 µM] | 2% | -6% | -2%[38.3 µM] | -4% | -1.8% | -3% | 2%
c1ccn(-c2ccc(-c3ccn[nH]3)cc2)c1
    4% | 4% | -4% | 0% | ? | -0.3% | 3% | -10%
O=C(NCC(F)(F)F)N1CCOCC1
    -8%[46.1 µM] | 8% | 1% | 8%[38.3 µM] | -9% | 0.8% | -11% | -6%
CC1=CC(C)[C@H](/C=N/n2c(=O)[nH]c3c([nH]c4ccc(C)cc43)c2=O)C(C)C1 (stereo not given in full)
    -15% | -3% | 1% | 3% | -69%[inhibitor] | -1.9% | -1% | ?
CCOC(=O)c1cc(-c2ccc(OC)cc2)nc2c1c(C)nn2CCC#N
    -27%[46.1 µM] | -6% | 0% | 32%[38.3 µM] | -26% | -1.3% | i | ?
COc1cccc(C(=O)OC(C)CN2CCCC2)c1 (stereo not given)
    7%[46.1 µM] | 7% | 0% | 13%[38.3 µM] | 6% | -3.6% | i | -5%
COc1ccc(/C(O)=C2\C(=O)C(=O)N(c3cc(C)on3)C2c2ccccc2OC)cc1C (stereo not given)
    2%[46.1 µM] | . | . | . | . | -5.4% | -2% | -3%
COc1cc(OC)cc(C(=O)N[C@H](C(=O)OCC(=O)c2ccc(F)cc2)C(C)C)c1
    -5% | 8% | 0% | 9% | -1% | -0.2% | i | 1%
Oc1c(C=NCc2ccccc2)sc2ccccc12
    5% | 10% | 1% | 9% | 2% | 3.8% | -5% | -8%
Cc1cc(C)cc(N(C(C)C(=O)Nc2c(C)n(C)n(-c3ccccc3)c2=O)S(C)(=O)=O)c1 (stereo not given)
    11%[46.1 µM] | 4% | -7% | -7%[38.3 µM] | -4% | 0.0% | -8% | -2%
O=C(Cc1nc(-c2ccc([N+](=O)[O-])cc2)cs1)Nc1ccccc1
    -12%[46.1 µM] | -13% | -1% | 21%[38.3 µM] | -27% | 0.0% | -15% | 3%
CCC(=O)Nc1nnc(SCc2ccccc2F)s1
    -2% | 7% | -1% | -2% | ? | -0.3% | -6% | 0%
Cc1cc(C(=O)N2CCN(S(=O)(=O)c3ccccc3F)CC2)c(C)o1
    8% | 9% | 3% | 11% | 1% | -2.6% | -2% | -5%
Cc1cc2c(N)cccc2nn1
    ? | 8.9µM* | -12% | 82%[activator][38.3 µM] | 2% | 0.9% | -3% | ?
COc1ccc(C(=O)N2CCc3cc(OC)c(OC)cc3C2)cc1OC
    -19%[46.1 µM] | -5% | -7% | -4%[38.3 µM] | -6% | -1.1% | 21% | -23%
COc1ccc(CC(=O)Nc2ccc(S(=O)(=O)Nc3nccc(C)n3)cc2)cc1
    -12%[46.1 µM] | 13% | 1% | 20%[38.3 µM] | 12% | -5.4% | -7% | -2%
C=CCn1c(SCC(=O)N2CCc3ccccc3C2)nc2ccccc2c1=O
    -15%[46.1 µM] | 5% | -6% | 11%[38.3 µM] | . | 0.2% | -4% | -2%
CC(=O)c1c(COC(=O)c2cccc(C)c2)nc2ccccc2[n+]1[O-]
    -18% | 4% | . | . | . | 4.9% | 2% | 7%
Fc1ccccc1CSc1ncnc2c1oc1ccccc12
    ? | . | . | . | . | -5.3% | -8% | -3%
COc1cc(/C=N/NC(=O)CCC(=O)Nc2ccc(C)cc2)ccc1O
    9% | -2% | 3% | 20% | -34% | -1.5% | -6% | -17%
CCCOc1ccc(-c2nnc(-c3cccs3)o2)cc1
    -29%[46.1 µM] | 3% | -14% | ? | 4.5µM* | 7.0% | i | ?
Cc1cccc2c(CC(=O)Nc3ccccc3)noc12
    1% | 9% | -2% | 3% | 20% | -2.0% | -6% | 11%

# Single records, as listed above:
# `Cc1ccc(C(=O)CCNc2ccc(Cl)cc2)o1` across the screens: NPSR antag = -12%[46.1 µM]; RGS12 GoLoco inh = 0%; KinaseGlo FLuc = 14%; IMPase Li inh = 33%[38.3 µM]; SMN2 splice up = 1%; Epigenetic reg = -1.6%; RECQ1 helicase = 9%; KDM4E inh = 8%
# `COc1ccc(CC(=O)Nc2ccc(S(=O)(=O)Nc3nccc(C)n3)cc2)cc1` across the screens: NPSR antag = -12%[46.1 µM]; RGS12 GoLoco inh = 13%; KinaseGlo FLuc = 1%; IMPase Li inh = 20%[38.3 µM]; SMN2 splice up = 12%; Epigenetic reg = -5.4%; RECQ1 helicase = -7%; KDM4E inh = -2%

# (list continues)
structure | NPSR antag | RGS12 GoLoco inh | KinaseGlo FLuc | IMPase Li inh | SMN2 splice up | Epigenetic reg | RECQ1 helicase | KDM4E inh
O=C(NCCCN1CCCC1=O)c1cc(=O)c2ccccc2o1 | 5%[46.1 µM] | -3% | -6% | 18%[38.3 µM] | ? | 0.0% | i | 6%
O=C(COC(=O)CCc1nc2ccccc2n1-c1ccccc1)Nc1ccc(N2CCCCC2)cc1 | ? | . | . | . | . | -0.9% | -1% | 2%
Cc1cc(-c2nc(C)c(C(=O)NNC(=O)NC(C)C)s2)no1 | -14% | -9% | . | . | . | 1.1% | -3% | 0%
CCCS(=O)(=O)N1CCCC(C(=O)N2CCN(c3ccccn3)CC2)C1 (stereo not given) | -3%[46.1 µM] | -5% | -6% | 1%[38.3 µM] | -11% | -0.7% | -6% | ?
CCc1cc(-c2n[nH]c(C)c2Oc2ccc(C(C)C)cc2)c(O)cc1O | ? | 13% | -4% | 46%[activator][38.3 µM] | -25% | 0.0% | -15% | -19%
COc1ccc(-c2cc(C(=O)Nc3cccc(C(C)=O)c3)no2)cc1 | ? | 11% | 2% | ? | 10% | -3.0% | -5% | 3%
CC1(C)Cc2c(sc3ncn4nc(CCC(=O)O)c(=O)nc4c23)CO1 | 3%[46.1 µM] | 5% | -1% | -4%[38.3 µM] | -3% | -0.8% | i | ?
CCOc1ccccc1C(=O)Nc1nn[nH]n1 | -13% | -10% | 1% | -5% | -2% | -1.2% | i | -8%
COC(=O)c1c(N)c(C#N)c2n1CCCCC2 | 7%[46.1 µM] | 11% | -4% | -11%[38.3 µM] | -7% | 0.0% | i | 7%
COc1cccc(/C=N/NC(=O)CCCC(=O)Nc2ccc(Br)cc2)c1 | 7% | -2% | 4% | -2% | 12% | -1.0% | i | -2%
C/C(=C\C(=O)c1ccc(C)cc1)Nc1cccc(O)c1 | ? | 3% | -6% | -4%[38.3 µM] | ? | -1.1% | 7% | 3%
CCOC(=O)CN(C(=O)COc1nc(-c2ccccc2)cc(C)c1C#N)c1ccccc1C | 41% | 5% | . | . | . | 5.4% | -2% | ?
CCCCCc1nc2ccccc2c(=O)n1N | -18%[46.1 µM] | 0% | -3% | -5%[38.3 µM] | -43%[inhibitor] | 0.0% | -8% | -2%
CCN(CC)S(=O)(=O)N1CCN(S(=O)(=O)N2CCOCC2)CC1 | 8% | -8% | 0% | -4% | -41%[inhibitor] | 0.0% | i | -4%
CCCCOc1ccc(CSCCN)cc1Cl | -21% | 4% | . | . | . | 0.9% | -3% | 4%
Cc1nn(C)cc1S(=O)(=O)N1CCN(Cc2ccc(F)cc2Cl)CC1 | 5% | -1% | 4% | 3% | . | 3.0% | -3% | -1%
CCOC(=O)C1=C(N)n2c(s/c(=C\c3cccnc3)c2=O)=C(C(=O)OCC)C1c1cccnc1 (stereo not given) | 3%[46.1 µM] | 1% | -4% | -10%[38.3 µM] | -22% | -0.7% | i | 0%
Cc1ccccc1NC(=O)CSc1nc(N)c(C#N)cc1C#N | -3%[46.1 µM] | 2% | 3% | 16%[38.3 µM] | -11% | 1.8% | -12% | ?
Cc1ccc(-n2nnc(-c3cnc4ccccc4c3)n2)cc1 | 7% | 5% | . | 1% | . | 1.1% | -21% | -7%
COc1cc(C(=O)N/N=C(\C)c2ccc3c(c2)OCO3)cc(OC)c1OC | 26% | 7% | -2% | 13% | -12% | 2.3% | -3% | 3%
CCC[n+]1c(C)sc2c(OC)ccc(OC)c21 | 12% | 5% | . | 5% | . | 2.5% | -6% | ?
Cc1ccc(C(=O)NC(=S)Nc2cccc(-c3nc4ccccc4s3)c2)cc1 | -23% | 2% | -1% | 0% | 6% | -1.0% | -3% | -13%
CCOc1ccc(N2C(=O)C3Sc4[nH]c(=O)sc4C(/C=C/c4ccccc4)C3C2=O)cc1 (stereo not given) | -34% | 40%[activator] | 1% | 7% | -13% | -1.0% | -22% | -8%

# Compound activity: PubChem BioAssay, National Center for Advancing Translational Sciences (NCATS)
